# Myeloid diff 2 = compounds promoting myeloid differentiation; ER-HoxA9 myeloid progenitors, lysozyme-GFP differentiation, flow cytometry; 360,000 compounds, 1% hits; calls only at 10 µM; AID 624256;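 active means normalized GFP-positive differentiation at or above the plate's own cutoff, the solvent-only control mean plus 3 SD; inconclusive means no clear call, values can overlap the other calls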;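 further: cells exposed to compound for four days before flow analysis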
# Lipid droplet = hepatic lipid droplet formation modulation. inhibition, % at 6.5 µM. AID 1656. 240,000 compounds, 0.4% hits. AML12 mouse hepatocytes, oleate lipid droplets, BODIPY imaging;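 active means lipid droplet intensity inhibited by at least 50%, with more than 500 cells counted; inconclusive means wells with under 300 cells, treated as cytotoxic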
#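 material = mouse AML12 hepatocyte cell line, fixed after treatment | also added = 100 µM oleic acid challenge | doses = compound at 6.5 µM only | schedule = overnight exposure | technique = Image-based BODIPY and DAPI two-channel analysis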
# T cell HTS = T cell immune modulators affecting CD8 T cell-vesicle binding; AID 2052; 2C CD8+ T cell-vesicle binding, flow cytometry; active compounds read low; 330,000 compounds, 0.068% hits; calls only at 7 µM;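 active means response, share of CD8 T cells binding vesicles, and their 90th percentile fluorescence all below set limits, cut at about 80% in these data, passing the limit was not always enough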
#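 Material: murine 2C transgenic CD8+ T lymphocytes / Also added: QL9-peptide-loaded Drosophila micro-vesicles bearing Ld, ICAM-1 and B7-1 / Schedule: binding step 1.5 h, 37 °C, antibody labelling 20 min, ice / Signal: flow cytometry, PE anti-B7-1 (FL2) versus Alexa647 anti-CD8 (FL8), PFA-fixed / Evaluation: percent CD8+ FL2 mean versus row control / Benchmarks: naked versus QL9-loaded vesicles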
# Ins promoter up = MIN6 insulin promoter up-regulation; MIN6 insulin promoter-GFP reporter, high-content imaging; active compounds read high; z-score at 5 µM; 190,000 compounds, 0.3% hits; AID 1625;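 active means z-score above 3 at 5 µM with at least 500 cells counted in the well; inconclusive means wells under 500 cells, flagged as cytotoxic or low count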
# WT yeast gro inh = growth inhibition of WT yeast, mitochondrial fusion screen; mitochondrial fusion phenotypic screen, WT strain; inhibition, % at 10 µM; 190,000 compounds, 2.1% hits; AID 1362; in the data active means inhibition above about 58%; tested in S. cerevisiae
# Autophagy mod = modulators of autophagy | MEF GFP-LC3 puncta imaging; test concentration mostly 10 µM | calls only at 10 µM (by protocol) | 190,000 compounds, 0.98% hits | AID 463193;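 active means percentage of spot-positive cells more than 3 SD above its plate mean, without a fluorescence outlier flag or 80% toxicity; inconclusive means no clear call, values can overlap the other calls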;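 further: spot-positive cell cutoff set from DMSO-treated cells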
# West Nile antiviral = inhibition of WNV-induced cytopathic effect – cell-based, CPE readout (AID 1621); CPE inhibition, % at 10 µM, or IC50 in µM where a hit was titrated; West Nile virus-infected cells, CPE inhibition; higher % means a stronger effect; 290,000 compounds, 0.02% hits; in the data active means a potency from the dose series; inconclusive means CPE inhibition mostly from about 3.7% at the one dose, without a potency; inactive means the rest, 99 in 100 with CPE inhibition below about 2.2%; further: strong numbers were not always called active
# MT stabilizer = microtubule stabilization, imaging screen; HeLa tubulin immunostaining HCS, 24 h; share of cells brighter than vehicle mean+2SD; % tubulin-high responders, % at 10 µM; 200,000 compounds, 0.83% hits; AID 2205;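 active means plate Z-score above 3 for both tubulin-high and condensed-nucleus cell shares, with cell loss under 80%, at 10 µM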;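 further: anti alpha tubulin signal scored within the nucleus-defined area of each cell; some results filed as inactive read as strong as hits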
# b-catenin transl = beta-catenin nuclear translocation modulation. HeLa beta-catenin nuclear translocation, immunofluorescence imaging. nuclear translocation activity, % at 5 µM. 190,000 compounds, 0.3% hits;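 active means nuclear translocation activity above 50% at 5 µM, with a well cell count of 50 or more; inconclusive means wells under 50 cells across six images, flagged as toxic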;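 further: per-cell ratio of nuclear to cytoplasmic median beta-catenin stain intensity; plate controls were DMSO negative control for no effect and GSK-3 inhibitor IX positive control for full effect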
#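 System: HeLa cells, endogenous beta-catenin; compound dosing: 5 µM primary single dose, 0.1% DMSO, 0.02–20 µM confirmation series; incubation: 24 h compound exposure at 37°C, 5% CO2; signal: beta-catenin immunofluorescence imaging with DAPI; evaluation: % activation, nuclear-to-cytoplasmic median beta-catenin signal ratio per cell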
# WT yeast gro inh mutant strain = recorded beside WT yeast gro inh, whose call it bears; inhibition, %; mitochondrial fusion phenotypic screen, mutant strain inhibition
# Ins promoter up cell count = second read-out of Ins promoter up, no call of its own (marks repeat the call); cell count; measured here: cytotoxicity, nuclei count;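 total cells summed across four imaged fields per well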
# Lipid droplet cells 6.5 µM = further read-out of Lipid droplet, marked with its call; cell count; measured here: cell count, cytotoxicity flag;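 cells counted across two imaged fields per well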
# b-catenin transl cell count 5 µM = second read-out of b-catenin transl, no call of its own (marks repeat the call); cell count; measured here: cell count, cytotoxicity flag
# T cell HTS vesicle-bound % = further read-out of T cell HTS, marked with its call; double positive events, %; measured here: CD8+ vesicle-bound cell fraction;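 binding gate set so that unloaded-vesicle control wells show 10% double positive cells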
# MT stabilizer Hoechst-high % = further read-out of MT stabilizer, marked with its call; % Hoechst-high responders; measured here: nuclear condensation Hoechst responders;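 share of cells brighter than vehicle mean plus two SD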
# MT stabilizer cytotoxicity % = second read-out of MT stabilizer, no call of its own (marks repeat the call); toxicity, %; measured here: cytotoxicity by cell density;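 0% = mean cell density of plate MIN control wells and 100% = no cells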
# Autophagy mod cell loss 18 h = second read-out of Autophagy mod, no call of its own (marks repeat the call); toxicity, %; measured here: cell loss, nuclei count;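 cell loss after 18 h compound exposure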
# Myeloid diff 2 GFP+ MAC1+ % = recorded beside Myeloid diff 2, whose call it bears; GFP+ MAC1+ double positive, %; measured here: differentiation confirmed by MAC1 staining
# The depositor's hits bear a star; i = inactive; ? = inconclusive; . = no result given; + = active, no number; & = joins results of further samples.
SMILES,Myeloid diff 2,Myeloid diff 2 GFP+ MAC1+ %,Lipid droplet,Lipid droplet cells 6.5 µM,T cell HTS,T cell HTS vesicle-bound %,Ins promoter up,Ins promoter up cell count,WT yeast gro inh,WT yeast gro inh mutant strain,Autophagy mod,Autophagy mod cell loss 18 h,West Nile antiviral,MT stabilizer,MT stabilizer Hoechst-high %,MT stabilizer cytotoxicity %,b-catenin transl,b-catenin transl cell count 5 µM
Cc1ccc(C(=O)NC(=S)Nc2ccccc2C)cc1,i,0.2,-27.8,742,i,47.1,-0.22,1424,23.3,-4.9,i,-3.4,-0.9%,1.1,1.2,8.2,-0.4,920
O=C(Nc1cccc(F)c1)NC1CC2CCCC(C1)N2C1CC1 (stereo unspecified),i,2.2,.,.,i,31.2,-0.73,1355,-5.8,14.9,i,11.3,-0.9%,0.8,1.5,12.0,-0.1,1132
Cc1ccc(CNC(=O)[C@H](C)NC(=O)C2CCN(C(=O)[C@@H]3CCCN3C(=O)OC(C)(C)C)CC2)cc1,+,6.0*,-3.2,782,i,22.3,.,.,.,.,.,.,0.3%,.,.,.,.,.
Cc1cc(=S)cc(C)n1CCO,i,0.3,2.3,714,i,50.1,-0.04,1203,-17.5,-20.8,i,6.1,-0.1%,4.5,2.7,15.2,3.8,483
O=C(CSC(=S)N1CCCCC1)Nc1ncc2c(n1)CC(c1ccco1)CC2=O (stereo unspecified),i,1.2,3.7,694,i,22.9,0.78,1218,.,.,.,.,0.1%,.,.,.,0.0,1416
Cc1cccc(N2C(=O)CC(N3CCC(c4nc5ccccc5[nH]4)CC3)C2=O)c1 (stereo unspecified),i,1.0,19.0,766,i,33.6,0.6,947,-17.9,-0.2,i,-1.7,-0.4%,1.8,1.3,11.0,.,.
COc1ccccc1/C=N/NC(=O)c1[nH]c(C)c(C(=O)N/N=C/c2ccccc2OC)c1C,i,0.5,0.2,651,i,45.5,.,.,11.4,-0.7,i,-3.2,?,5.3,1.6,0.2,2.5,937
COc1ccc(CCNc2cc(C)nc3c(-c4ccc(Cl)cc4)cnn23)cc1OC,i,0.3,0.2,552,i,14.8,.,.,31.2,1.0,i,29.5,-0.6%,1.8,2.0,5.8,-0.4,907
CCN(CC)CCNC(=O)COc1ccc(OC)cc1,i,0.7,-3.0,814,i,31.2&19.4,.,.,.,.,.,.,-0.1%,.,.,.,.,.
Cc1ccc(OCc2nc(-c3ccccc3)no2)cc1,i,0.7,7.1,716,i,45.7,0.18,1075,.,.,.,.,0.5%,.,.,.,-0.2,1266
CC1CC(C)(C)NC(=S)N1CCC(=O)N1CCc2ccccc21 (stereo unspecified),i,0.3,2.5,682,i,33.6,-0.23,1217,-0.5,-11.1,i,5.8,0.0%,3.7,1.8,11.0,-2.7,1080
C/C(=N/NS(=O)(=O)c1ccccc1)c1ccc(NC(=O)C2CC2)cc1,i,0.9,12.2,734,i,51.5,.,.,3.4,13.8,i,15.2,-0.6%,4.9,2.3,0.7,1.5,917
Cc1ccc(/C=N/NC(=O)c2cccs2)o1,i,1.0,-4.8,720,i,29.0,-0.36,1445,-1.2,11.8,i,1.8,-0.3%,1.0,2.9,11.2,-5.0,531
O=C(O)/C=C/C(=O)Nc1ccc2c(c1)C(=O)c1ccccc1C2=O,i,0.4,-8.2,727,i,57.2,0.44,1080,.,.,.,.,0.3%,.,.,.,1.0,1270
COc1ccc(OC)c2[nH]c(=O)c(CCNC(=O)c3ccc(S(=O)(=O)N4CCCCC4)cc3)cc12,i,0.9,8.3,759,i,58.1,0.19,1187,3.5,-17.6,i,11.4,.,7.2,2.7,8.3,.,.
CC(=O)Nc1ccc(NS(=O)(=O)c2ccc(CN3C(=O)c4cccnc4C3=O)cc2)cc1,i,6.0,2.4,787,i,3.1,.,.,.,.,.,.,0.4%,.,.,.,.,.
NC(=O)c1ccc(/C=N/O)nc1,i,1.0,2.9,622,i,28.8,-1.09,1067,-8.6,9.8,i,7.2,1.2%,3.0,2.2,3.1,-0.4,1019
Cc1occc1C(=O)N1CCCC(N2CCN(c3cccc(C(F)(F)F)c3)CC2)C1 (stereo unspecified),i,1.5,-23.8,654,i,3.3,.,.,.,.,.,.,-0.7%,.,.,.,.,.
CCN1CCN(C2=C(NS(=O)(=O)c3ccccc3)C(=O)c3ccccc3C2=O)CC1,?,.,-10.1,692,i,55.2,.,.,.,.,.,.,0.8%,.,.,.,.,.
Cc1nn(CC(=O)O)c(C)c1NC(=O)c1cccs1,?,.,-0.4,707,i,5.1,.,.,.,.,.,.,-0.3%,.,.,.,.,.
COc1cc(C)c(Cl)c(C)c1S(=O)(=O)NC1CC(C)(C)NC(C)(C)C1,i,0.6,-2.0,666,i,30.8,0.01,1375,3.5,9.2,i,-21.1,0.2%,3.9,2.8,8.0,1.0,1105
CCOc1ccccc1C(=O)NCCC(=O)O,i,1.2,18.2,727,i,51.7,-0.72,1073,22.7,12.6,i,26.0,0.0%,3.1,1.8,7.0,.,.
COc1ccc(C(C(=O)NC2CCCCC2)N(Cc2ccco2)C(=O)c2ccccn2)c(OC)c1 (stereo unspecified),i,2.3,-2.2,811,i,28.0,.,.,.,.,.,.,-1.1%,.,.,.,.,.
CC(C)Oc1ccc(C(CC(=O)O)NC(=O)CSc2ncn[nH]2)cc1 (stereo unspecified),i,0.9,.,.,i,46.1,.,.,22.6,19.8,i,1.3,0.4%,1.5,1.3,4.6,.,.
CC1(C)CC(=O)C2=C(C1)OC(N)=C(C#N)[C@@H]2c1ccccc1[N+](=O)[O-],i,0.6,-2.3,628,i,21.5,0.08,1080,.,.,.,.,0.3%,.,.,.,0.4,1267

# Next section:
SMILES,Myeloid diff 2,Myeloid diff 2 GFP+ MAC1+ %,Lipid droplet,Lipid droplet cells 6.5 µM,T cell HTS,T cell HTS vesicle-bound %,Ins promoter up,Ins promoter up cell count,WT yeast gro inh,WT yeast gro inh mutant strain,Autophagy mod,Autophagy mod cell loss 18 h,West Nile antiviral,MT stabilizer,MT stabilizer Hoechst-high %,MT stabilizer cytotoxicity %,b-catenin transl,b-catenin transl cell count 5 µM
CCOc1ccc2cc(S(=O)(=O)N3CCCCC3)ccc2c1,i,1.3,-1.4,808,i,53.2,.,.,.,.,.,.,-0.1%,.,.,.,.,.
O=C(Cc1ccc(Cl)cc1)Nc1ccc(C(=O)N2CCOCC2)cc1,i,0.9,7.9,705,i,3.9,.,.,-27.8,8.6,i,26.4,-1.3%,2.8,2.2,7.6,-1.0,1587
NC(=O)C1(N2CCCCC2)CCN(C(=S)Nc2cc(F)cc(F)c2)CC1,i,0.7,-44.6,681,i,51.1,-1.52,1426,23.2,3.1,i,19.6,-0.1%,1.4,0.9,3.3,1.9,1401
CCOc1ccc2oc(-c3ccccc3)c(C(=O)N(C)C)c2c1,i,7.3,2.3,741,i,6.4,0.37,824,15.9,10.0,i,-0.3,-0.3%,2.4,2.3,7.3,0.3,1117
CCOC(=O)/N=C(/NC(=O)Nc1ccc(C(=O)OCC)cc1)OC,i,1.0,4.0,708,i,16.3,0.05,1295,11.8,8.6,i,-2.6,0.0%,2.8,1.3,8.3,-0.6,1062
Cc1ccccc1Nc1nc(N)nc(CSCC(=O)Nc2cccc(Br)c2)n1,i,0.2,-12.2,655,i,58.8,0.7,1255,-12.1,-7.7,i,6.2,-0.9%,0.8,1.9,10.3,.,.
O=C(Cc1cccc2ccccc12)N/N=C/C=C/c1cccc([N+](=O)[O-])c1,i,0.7,8.0,705,i,57.7,0,1536,7.8,-15.4,i,3.2,-0.2%,7.3,0.6,3.9,1.9,1143
O=C(CCSCc1ccccc1Cl)N1CCN(c2cccc(Cl)c2)CC1,i,1.2,.,.,i,56.4,.,.,60.7*,38.5*,i,-9.2,-0.5%,2.8,1.9,7.3,.,.
C/C(CCN1CCc2nc(-c3ccccc3)c(-c3ccccc3)cc2C1)=N\OC[C@@H](C)[C@H](OCc1ccccc1)C(C)C,.,.,-33.4,703,i,36.0,-0.52,1277,60.8*,5.3*,i,10.2,-0.5%,3.2,1.2,7.7,.,.
Cc1ccc(-c2c(C(=O)O)c(C(=O)O)c3n2CCC3)cc1,i,0.2,5.0,666,i,47.1,0.16,1204,-0.8,-2.0,i,-3.6,.,2.7,2.4,3.8,-2.5,1127
N#C/C(=C(/O)CCl)c1nc2c(s1)CCc1ccccc1-2,+,1.9*,20.6,869,i,21.9,.,.,.,.,.,.,-0.2%,.,.,.,.,.
O=C(C1CCN(c2ccc(N3CCOCC3)nn2)CC1)N1CCN(c2ccc(F)cc2)CC1,i,1.3,.,.,.,.,-0.89,1133,-9.5,3.9,i,-1.7,1.1%,4.4,1.8,7.7,-2.8,1028
COc1ccc(CC(=O)Nc2nccs2)cc1OC,i,0.8,-11.2,704,i,36.5,-0.06,1307,3.7,-15.7,i,17.7,-1.1%,2.5,2.2,1.9,-2.7,525
COc1ccc2[nH]c(=O)c(CN(C(C)=O)c3cccc(C)c3)cc2c1,i,0.9,.,.,i,10.2,-0.04,1488,-1.6,12.8,i,15.1,-0.6%,5.4,2.9,3.4,-6.7,936
CCOC(=O)C1CCCN(Cc2sccc2C)C1 (stereo unspecified),i,9.5,.,.,i,24.2,0.72,850,-9.2,-8.3,i,-5.9,0.5%,0.4,1.0,7.5,.,.
